# POLH inh – inhibitors of human DNA polymerase eta. Q9Y253. recombinant Pol eta, fluorescent DNA replication assay. Potency, µM (titrated, usually from 114 µM), for the others: at the top dose activity change, negative = inhibition, hits mostly inhibitors. hit rate 1.2% among 390,000. AID 588591; further: potency means the concentration at half of the fitted maximal effect; on the % scale 0 is the no-effect control and ±100 the full control effect
#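 Pol eta (10 nM) was preincubated with compounds for 15 min at room temperature, after which fluorescent replication substrate (50 nM final) was added to start the reaction. Fluorescence was read kinetically at 0 and 10 min.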
# JMJD2A Tudor – inhibitors of human JMJD2A Tudor domain; AlphaScreen JMJD2A-Tudor / H3K4me3 peptide binding; hit rate 4.4% among 390,000; AID 504339; O75164; Potency, µM (top dose mostly 114 µM), for the others: at the highest dose activity change, negative = inhibition, most hits filed as inhibitors; further: potency means the concentration at half of the fitted maximal effect; on the % scale 0 is the no-effect control and ±100 the full control effect; nearly all actives have a fitted effect of over 50% in size
# BAZ2B inh – blocks human BAZ2B; Q9UIF8; AlphaScreen BAZ2B-H3K14Ac peptide displacement; Potency, µM (series often up to 114 µM), for the others: at the highest dose activity change, negative = inhibition, hits mostly inhibitors; hit rate 4.4% among 360,000; further: potency means the concentration at half of the fitted maximal effect; on the % scale 0 is the no-effect control and ±100 the full control effect; nearly all actives have a fitted effect of over 60% in size
#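 BAZ2B (50 nM) with biotin-H3(5-23)K14Ac peptide (50 nM) in PBS pH 7.4, 0.01% Tween-20, preformed 30 min, then compound 30 min at room temperature; top concentration 110uM. AlphaScreen streptavidin donor/nickel chelate acceptor beads (10 ug/mL final), 20 min dark, signal read.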
# PI4K2A block – PI4K2A (human) kinase inhibition. Q9BTU6. purified PI4K2A, ADP-Glo luminescence, 1 h; active compounds read low. activity change, negative = inhibition, % at 76.9 µM. hit rate 0.13% among 420,000. AID 1346378; in the data active means activity change below about -50%; inconclusive means mostly about -30% to -49%;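 further: -100% = wells without enzyme as full effect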
#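 In this quantitative HTS, ADP production by PI4K2A was quantified luminescently after 1 h at ambient temperature; 100 microM adenosine served as plate-quality control.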
# Tb PGK inh – blocks T. brucei phosphoglycerate kinase | AID 602233 | hit rate 0.043% among 380,000 | Potency, µM (highest dose often 57.5 µM), for the others: top-dose activity change, negative = inhibition, actives largely listed as inhibitors | P07378 | PGK/GAPDH coupled, Kinase-Glo luminescence, 60 min; further: potency means the concentration at half of the fitted maximal effect; on the % scale 0 is the no-effect control and ±100 the full control effect; nearly all actives have a fitted effect of over 60% in size
#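 Luminescent ATP detection (Kinase-Glo Plus) follows a 60-minute room-temperature incubation, with wells lacking PGK as controls. Buffer: 100 mM TEA (pH 7.6), 5 mM MgCl2, 0.01% Tween-20. Coupling enzyme GAPDH (100 nM final) supplies unstable 1,3-BPG in-well.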
# HP1b chromo inh – HP1-beta chromodomain-methylated histone interaction inhibition; hit rate 0.56% among 390,000; AlphaScreen HP1-beta / biotin-H3K9me3 peptide binding; AID 540317; Potency, µM (series often up to 114 µM), inactives show at the highest dose activity change, negative = inhibition, actives largely listed as inhibitors; further: potency means the concentration at half of the fitted maximal effect; nearly all actives have a fitted effect of over 70% in size; inactives centre near 23
#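 HP1-beta protein (50 nM final) preincubated 30 min at room temperature with biotinylated H3(1-18)K9me3 peptide (50 nM) in PBS pH 7.4, 0.01% Tween-20, then compound added for 30 min. AlphaScreen streptavidin donor/nickel chelate acceptor beads (10 ug/mL final), 30 min dark, luminescence read.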
# Pin1 inhibitor – human Pin1 inhibition | hit rate 0.009% among 390,000 | Pin1 FP peptide displacement, HiFluor488, 10 min | Potency, µM (top dose mostly 115 µM), inactives show at the highest dose activity, negative = inhibition, hits mostly inhibitors | AID 504891 | Q13526; active means well fitted inhibition curve with a large enough effect in the polarisation, with a control signal flat, not every such curve was filed as active; inconclusive means small, poorly fitted or top-dose-only effect, or effect the other way, or a change in a side signal; inactive means no such curve, though single readings can be large or run the other way; the % refers to the polarisation; further: potency means the concentration at half of the fitted maximal effect; on the % scale 0 is the no-effect control and ±100 the full control effect
# GLS inhibitor – blocks human kidney-isoform glutaminase activity; Potency, µM (highest dose often 45.5 µM), without a hit: at the highest dose activity change, negative = inhibition, actives largely listed as inhibitors; GLS enzymatic activity, qHTS titration; hit rate 0.21% among 410,000; further: potency means the concentration at half of the fitted maximal effect; on the % scale 0 is the no-effect control and ±100 the full control effect
# Target sequence (O94925 whole entry, looked up, canonical isoform): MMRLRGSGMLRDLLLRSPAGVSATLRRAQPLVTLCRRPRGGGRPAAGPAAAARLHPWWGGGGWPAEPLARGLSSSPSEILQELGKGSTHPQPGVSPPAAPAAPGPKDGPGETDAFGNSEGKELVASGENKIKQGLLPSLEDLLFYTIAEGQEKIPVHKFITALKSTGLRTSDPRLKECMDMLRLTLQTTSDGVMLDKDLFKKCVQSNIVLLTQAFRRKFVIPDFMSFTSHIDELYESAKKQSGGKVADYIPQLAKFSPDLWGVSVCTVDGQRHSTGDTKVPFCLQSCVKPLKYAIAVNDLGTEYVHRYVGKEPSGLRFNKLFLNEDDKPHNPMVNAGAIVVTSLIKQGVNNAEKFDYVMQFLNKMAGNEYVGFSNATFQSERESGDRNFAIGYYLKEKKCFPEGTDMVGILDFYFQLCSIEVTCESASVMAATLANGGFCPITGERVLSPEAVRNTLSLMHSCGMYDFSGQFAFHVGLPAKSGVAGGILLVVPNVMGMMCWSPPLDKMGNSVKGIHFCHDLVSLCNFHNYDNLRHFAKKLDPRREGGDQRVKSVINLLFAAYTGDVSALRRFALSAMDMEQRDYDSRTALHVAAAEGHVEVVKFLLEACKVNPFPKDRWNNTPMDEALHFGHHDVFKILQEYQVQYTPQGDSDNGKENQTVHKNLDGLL
#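 Human kidney-isoform GLS in 45 mM KH2PO4 pH 8.2, 0.02% Tween-20, with compound, started with 1mM L-Glutamine (added stock). Glutamate oxidase/HRP/Amplex red coupled fluorescence read at start and after 30 min at RT.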
# G9a block – blocks human histone lysine methyltransferase G9a | Q96KQ7 | G9a H3K9 monomethylation, AlphaScreen, 2 h | Potency, µM (series often up to 102 µM), for inactives: top-dose activity, negative = inhibition, most hits filed as inhibitors | hit rate 8.8% among 350,000; further: potency means the concentration at half of the fitted maximal effect; on the % scale 0 is the no-effect control and ±100 the full control effect; nearly all actives have a fitted effect of over 75% in size
# Target sequence (Q96KQ7 913-1193 limits assumed): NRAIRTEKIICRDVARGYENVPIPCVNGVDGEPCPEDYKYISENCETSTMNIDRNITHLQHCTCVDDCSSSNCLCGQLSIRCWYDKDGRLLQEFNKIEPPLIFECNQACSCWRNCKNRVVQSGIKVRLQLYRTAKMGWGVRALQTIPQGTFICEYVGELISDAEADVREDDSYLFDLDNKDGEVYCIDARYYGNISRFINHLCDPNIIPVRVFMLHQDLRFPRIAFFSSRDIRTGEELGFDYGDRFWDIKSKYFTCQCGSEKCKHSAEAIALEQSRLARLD
#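 Methyltransferase reactions run at room temperature for 2 h (20 nM enzyme, 500 nM biotin-H3K9 peptide, 20 uM SAM) after a 15 min compound preincubation; product detected by AlphaScreen beads and anti-H3K9me1 antibody.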
# * = called active by the depositor; i = inactive; ? = inconclusive; . = not tested or not shown; & = joins results of further samples; [ ] = remark or other dose. Unless noted, the call rests on the fitted dose curve; in most records, active means well fitted curve in the direction sought with a large enough effect; inconclusive means small, poorly fitted or top-dose-only effect, or another doubt; inactive means no such curve, though single readings can be large; an effect the other way counts as inactive or inconclusive. A portion of the library (hit frequency here may not be typical).
cpd	GLS inhibitor	BAZ2B inh	Tb PGK inh	POLH inh	JMJD2A Tudor	G9a block	HP1b chromo inh	PI4K2A block	Pin1 inhibitor	smiles
1	16.3%	-28.6%	-3.7%	-13.9%	-21.4%	-12.3%	7.0%	7.6	-1.0%	COc1ccc(-c2nnn(CC(=O)N3CCN(c4ccccc4OC)CC3)n2)cc1OC
2	-3.2%	.	-10.4%	-9.2%	.	.	.	-4.7	.	Cc1ccc([C@H]2C[C@H](O)[C@@H](n3cc(C4CC4)nn3)CN2C(=O)c2cccs2)cc1
3	3.98µM*	2.51µM*	7.94µM*	0.794µM*	3.16µM*	3.16µM*	?	?	.	CC(C(=O)O)N1C(=O)/C(=C/C=C/c2ccco2)SC1=S (centres undefined)
4	-8.3%	?	-8.4%	-21.6%	-11.9%	-17.4%	43.8%[activator]	-2.5	0.6%	Cn1cc(C(=O)c2ccc(Cl)cc2Cl)cc1C(=O)NN
5	-7.9%	0.3%	-0.3%	-22.4%	-4.8%	-4.3%[59 µM]	36.3%	5.0	-5.6%	Cc1cc(C)c(NC(=O)c2cc(=O)c3ccccc3o2)c(C)c1
6	1.3%	-38.8%	i	-20.4%	-19.0%	50.1µM*	2.5%	5.7	-2.1%	Brc1ccc(-c2csc(/N=C/N3CCOCC3)n2)cc1
7	2.1%	-3.6%	i	-8.0%	-5.8%	12.7%	32.5%	-5.5	14.9%	COc1ccc(OC)c(/C=N\NC(=O)c2cc3c(ccc4ccccc43)o2)c1
8	-2.8%	-9.8%	-2.5%	-12.1%	-29.6%	1.1%[0.501 µM]	-3.0%	0.8	-0.6%	O=C1C=C(c2cc(Cl)cc(Cl)c2)C[C@@H](c2ccc3c(c2)OCO3)C1
9	8.9%	-1.6%	3.2%	-20.9%	-25.0%	5.1%[59 µM]	32.5%	1.9	-0.7%	CCN(CC)S(=O)(=O)c1ccc(N/N=C/c2cc(OC)ccc2O)nc1
10	5.3%	6.8%	i	-19.2%	-3.9%	14.7%	1.8%	2.3	-1.0%	Cc1cccc(OCc2nnc(SCC(=O)NCC3CCCO3)n2C)c1 (centres undefined)
11	0.0%	.	i	-15.0%	-9.7%	.	37.2%	2.3	-2.5%	O=C(CSc1nc2ccccc2o1)NC1CCS(=O)(=O)C1 (centres undefined)
12	8.0%	7.6%	-1.2%	-5.1%	-13.8%[57.1 µM]	45.4%[activator][59 µM]	71.8%[activator]	-1.7	20.7%	COc1cccc(N2C(C(C)=O)=NN(c3ccccc3)C2c2ccc(N3CCOCC3)cc2)c1 (centres undefined)
13	7.9%	.	1.6%	-11.8%	.	.	.	0.9	.	Cc1cc(=O)oc2cc(OCC(=O)NC3(C#N)CCCCC3)ccc12
14	0.7%	-2.3%	-7.2%	3.3%	-7.5%	19.1%	30.9%	-4.9	-9.9%	CCOC(=O)CC1(NC(=O)C2CCC(=O)N(CCc3ccccc3)C2)CCCCC1 (centres undefined)
15	7.0%	6.2%	-2.8%	-13.9%	-14.9%	6.4%[59 µM]	14.1%	3.3	-5.8%	O=C(CC(C(=O)O)c1ccccc1)Nc1ccccc1 (centres undefined)
16	-1.7%	-28.9%	i	-9.5%	-13.2%	?	1.8%	-2.1	-9.8%	CN1CCN(S(=O)(=O)c2cccc(C(=O)Nc3ccccc3N3CCCC3)c2)CC1
17	-2.9%	-16.7%	i	-6.9%	-2.8%	-11.2%	4.0%	3.5	?	CCN1C(=O)[C@H]2[C@@H](c3ccc(C)cc3)N3C(=O)N(c4ccc(C(F)(F)F)cc4)C(=O)[C@@]3(Cc3ccccc3)[C@H]2C1=O
18	5.0%	.	4.0%	-11.0%	.	.	.	?	.	COCCCNC1=C(C#N)C(=O)NC(c2cccc([N+](=O)[O-])c2)S1 (centres undefined)
19	55.4%[activator]	-4.9%	i	10.1%	-16.9%[11.4 µM]	.	29.2%	-1.0	-8.0%	Cc1cc(=O)[nH]c2nnnn12
20	84.9%[activator]	?	i	8.4%	-33.6%	28.2µM*	-19.3%	-5.8	?	COc1ccc(N=NC2=C(O)CC(C)(C)CC2=O)c(OC)c1
21	-4.0%	-5.2%	-7.3%	-8.7%	-1.4%	79.4µM*	29.6%	-0.7	-0.2%	O=C(O)c1ccccc1C(=O)Nc1ccc(-n2ccc(C(F)(F)F)n2)cc1
22	-6.8%	-38.7%	9.7%	-23.1%	5.6%	?	37.7%	-1.3	0.4%	CC(=O)Nc1sc(C)c(C)c1C(=O)OCC(=O)N(C)C1CCS(=O)(=O)C1 (centres undefined)
23	19.5%	8.3%	-9.1%	-7.0%	-14.4%	8.5%	18.5%	-5.2	-3.1%	COC(=O)[C@H]1C2CCC(C(=O)OC)(CC2)[C@H]1C(=O)OC
24	-10.9%	.	-9.7%	-17.7%	-2.2%	.	57.3%[activator]	1.2	?	O=C(c1cccc(Br)c1)N1CCN(c2ccccn2)CC1
25	-0.6%	11.5%	-8.3%	-3.4%	-11.7%	.	23.3%	-0.3	-4.3%	Cc1cc([N+](=O)[O-])nn1CC(=O)N(C)Cc1ccccc1
26	5.1%	-4.2%	12.3%	-3.2%	-14.5%	-0.4%[59 µM]	15.6%	-0.8	-4.7%	COc1ccc(Cl)cc1NC(=O)c1sc2nc3n(c(=O)c2c1C)CCC3
27	-8.9%	.	i	-24.8%	-13.7%	.	45.5%[activator]	0.1	17.4%	CCN(c1ccccc1)S(=O)(=O)c1ccc(Cl)c(NC(=O)CNC(C)c2ccccc2)c1 (centres undefined)
28	-5.0%	-18.1%	-0.3%	-12.2%	-1.0%	?	11.5%	1.9	1.0%	Cc1c(-c2csc(N)n2)cnn1C
29	?	?	-5.5%	4.5%	?	31.6µM*	-25.3%	-2.1	24.6%	CSc1nsc(/C=C/Nc2ccc(F)cc2F)c1C#N
30	-5.1%	-23.1%	i	-6.0%	-20.0%	3.9%	16.1%	-3.8	3.2%	Cc1cc(-c2ccc(C)c(S(=O)(=O)N3CCN(c4ccc([N+](=O)[O-])cc4)CC3)c2)on1

# Quoted at random: five entries already listed
cpd	GLS inhibitor	BAZ2B inh	Tb PGK inh	POLH inh	JMJD2A Tudor	G9a block	HP1b chromo inh	PI4K2A block	Pin1 inhibitor	smiles
15	7.0%	6.2%	-2.8%	-13.9%	-14.9%	6.4%[59 µM]	14.1%	3.3	-5.8%	O=C(CC(C(=O)O)c1ccccc1)Nc1ccccc1 (centres undefined)
14	0.7%	-2.3%	-7.2%	3.3%	-7.5%	19.1%	30.9%	-4.9	-9.9%	CCOC(=O)CC1(NC(=O)C2CCC(=O)N(CCc3ccccc3)C2)CCCCC1 (centres undefined)
19	55.4%[activator]	-4.9%	i	10.1%	-16.9%[11.4 µM]	.	29.2%	-1.0	-8.0%	Cc1cc(=O)[nH]c2nnnn12
22	-6.8%	-38.7%	9.7%	-23.1%	5.6%	?	37.7%	-1.3	0.4%	CC(=O)Nc1sc(C)c(C)c1C(=O)OCC(=O)N(C)C1CCS(=O)(=O)C1 (centres undefined)
9	8.9%	-1.6%	3.2%	-20.9%	-25.0%	5.1%[59 µM]	32.5%	1.9	-0.7%	CCN(CC)S(=O)(=O)c1ccc(N/N=C/c2cc(OC)ccc2O)nc1

# (more compounds)
cpd	GLS inhibitor	BAZ2B inh	Tb PGK inh	POLH inh	JMJD2A Tudor	G9a block	HP1b chromo inh	PI4K2A block	Pin1 inhibitor	smiles
31	7.0%	-6.9%	-0.1%	-2.7%	-11.6%	?	22.4%	2.1	27.3%	O=c1c[n+]([O-])c2ccccc2n1OCc1ccccn1
32	-13.2%	-18.9%	-4.5%	-17.2%	-9.6%	-22.8%	43.9%[activator]	4.0	-9.8%	CN(C)CCCN(C(=O)C1=COCCO1)c1nc2ccc(Br)cc2s1
33	0.4%	9.3%	i	-16.3%	-19.7%	-1.7%[59 µM]	77.1%[activator]	-13.4	62.3%[activator]	Cc1ccc(CSC2=Nc3ccccc3C3=NC(CCC(=O)NCc4cccs4)C(=O)N23)cc1 (centres undefined)
34	2.5%	7.6%	-9.5%	-19.1%	-1.4%	14.3%	18.8%	0.9	0.6%	COC(=O)c1sc(NC(=O)CSc2nnnn2C)nc1C
35	-0.2%	-10.0%	1.5%	10.7%	-17.9%	14.0%[59 µM]	28.6%	1.7	5.2%	Cn1c(=O)c2c(-c3ccc(Cl)cc3)ccnc2n(C)c1=O
36	17.9%	5.0%	i	38.7%[activator]	-18.4%[11.4 µM]	9.1%[12.7 µM]	56.2%[activator]	-5.2	0.5%	O=C(Cc1ccc(Cl)cc1)NNC1CC(=O)N(c2ccc3ccccc3c2)C1=O (centres undefined)
37	0.8%&-10.8%	7.7%	i	6.7%	-11.5%	17.2%[59 µM]	26.7%	-0.9&0.8	3.9%	CCCc1nn(C)c2c(=O)[nH]c(-c3cc(S(=O)(=O)N4CCN(C)CC4)ccc3OCC)nc12
38	-1.2%	.	-2.0%	-23.2%	-21.0%	.	20.0%	-2.6	0.7%	COCCOc1ccc(C(F)(F)F)cc1NC(=O)CN1C(=O)NC2(CCCc3ccccc32)C1=O (centres undefined)
39	0.8%	.	i	-9.2%	3.5%	.	40.6%[activator]	-0.6	1.3%	NS(=O)(=O)c1ccc(CCNS(=O)(=O)c2ccc(Cl)s2)cc1
40	20.8%	-38.6%	-9.9%	21.0%	-7.6%	-17.3%	24.4%	4.0	-5.0%	CCOC(=O)COc1coc(CN2CCN(c3ccccc3)CC2)cc1=O
